# EPAC2 agonist = qHTS for Agonist of cAMP-regulated guanine nucleotide exchange factor 4 (EPAC2): primary screen; EPAC2 activation, biochemical qHTS; response scale: 100% = 6.5 mM cAMP response; AID 720711, 2013; Potency, µM (titrated, usually from 154 µM), for inactives: at the top dose activation, hits mostly activators; 360,000 tested, 0.079% active; Rap guanine nucleotide exchange factor 4 (Homo sapiens), Q8WZA2; also: potency is read from the fitted curve at half-maximal effect; nearly all actives have a fitted effect of over 50% in size
# Target sequence (Q8WZA2 whole entry, looked up): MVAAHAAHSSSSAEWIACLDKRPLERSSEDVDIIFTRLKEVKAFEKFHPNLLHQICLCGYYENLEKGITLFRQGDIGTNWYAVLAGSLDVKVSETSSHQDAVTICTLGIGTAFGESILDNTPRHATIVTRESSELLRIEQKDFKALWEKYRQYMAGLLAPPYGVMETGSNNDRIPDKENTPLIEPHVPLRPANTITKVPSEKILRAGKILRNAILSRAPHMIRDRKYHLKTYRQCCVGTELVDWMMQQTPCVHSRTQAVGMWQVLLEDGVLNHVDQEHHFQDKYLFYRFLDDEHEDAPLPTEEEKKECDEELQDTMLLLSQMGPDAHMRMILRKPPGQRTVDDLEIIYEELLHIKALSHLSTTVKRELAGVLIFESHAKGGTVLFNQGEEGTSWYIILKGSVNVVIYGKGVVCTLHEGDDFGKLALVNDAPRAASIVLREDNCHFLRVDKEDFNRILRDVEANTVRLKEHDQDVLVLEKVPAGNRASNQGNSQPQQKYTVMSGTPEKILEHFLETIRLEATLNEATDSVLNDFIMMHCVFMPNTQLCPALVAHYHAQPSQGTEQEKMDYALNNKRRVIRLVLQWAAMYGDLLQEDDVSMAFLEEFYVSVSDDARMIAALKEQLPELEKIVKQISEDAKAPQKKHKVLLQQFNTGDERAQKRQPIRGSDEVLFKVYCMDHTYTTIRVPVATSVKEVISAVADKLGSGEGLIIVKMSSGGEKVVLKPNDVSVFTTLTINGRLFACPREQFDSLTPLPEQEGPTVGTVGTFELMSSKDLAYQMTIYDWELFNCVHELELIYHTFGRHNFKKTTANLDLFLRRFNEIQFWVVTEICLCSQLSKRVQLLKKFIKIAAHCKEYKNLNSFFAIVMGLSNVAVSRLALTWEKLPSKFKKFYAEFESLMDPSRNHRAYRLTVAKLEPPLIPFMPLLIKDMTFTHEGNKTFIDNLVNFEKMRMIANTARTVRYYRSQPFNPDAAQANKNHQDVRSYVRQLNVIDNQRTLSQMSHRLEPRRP
#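 Readout is BODIPY fluorescence (480 nm excitation, 540 nm emission), which falls as labeled GDP is exchanged off Rap1B. EPAC2 at 100 nM acted on 250 nM RAP1B-BODIPY-GDP with 50 uM GDP present.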
# EPAC1 ag = qHTS for Agonist of cAMP-regulated guanine nucleotide exchange factor 3 (EPAC1): primary screen; Rap guanine nucleotide exchange factor 3 (Homo sapiens), O95398; EPAC1 agonist qHTS, biochemical assay; response scale: 100% = response to 6.5 mM cAMP; Potency, µM (top dose mostly 154 µM), inactives show at the highest dose activation, most hits filed as activators; 360,000 tested, 0.073% active; AID 720707, 2013; also: potency is read from the fitted curve at half-maximal effect; nearly all actives have a fitted effect of over 60% in size
#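 Nucleotide exchange by EPAC1 (100 nM) on Rap1B–BODIPY-GDP (250 nM) in the presence of 50 uM GDP is tracked fluorescently at 480/540 nm over 30 min. Signals are normalized to a 6.5 mM cAMP control.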
# CCT chaperon mod = High-Throughput Screening for Modulators of Cytosolic Chaperonin Activity | purified chaperonin ATPase assay, HTRF ADP detection, 30 min | activity change, % (concentration not given with the values), hits read low | 360,000 tested, 0.3% active | AID 651819, 2012; in the data active = activity change below about -30%; also: % is scaled to controls: 0 for no effect and ±100 for the full control effect
#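 We incubate TRiC, 40 or 20 nM final, with library compounds at 76 uM and 10 uM ATP for 30 min at 37 °C. ADP formed is detected with Transcreener HTRF reagents after 30 min at room temperature.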
# PI5P4K alpha inh = qHTS for Inhibitors of phosphatidylinositol 5-phosphate 4-kinase (PI5P4K) | PI5P4Kalpha enzyme, ADP-Glo luminescence, 60 min; active compounds read low | max response, % | AID 652105, 2013 | 330,000 tested, 1.2% active | Phosphatidylinositol 5-phosphate 4-kinase type-2 alpha (Homo sapiens), P48426; active = max response of -50% or lower; inconclusive = between -30% and -50%; inactive = -30% or higher; also: value at the top dose of about 77 µM; % is scaled to controls: 0 for no effect and ±100 for the full control effect
#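 ADP-Glo luminescence end-point after a 60 min room-temperature kinase reaction. PI5P4Kalpha and substrate in HEPES pH 7.4 buffer with EGTA, 0.1% CHAPS and 5% DMSO; ATP at 5 microM final.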
# WRN helicase inh = qHTS for Inhibitors of WRN Helicase. Bifunctional 3'-5' exonuclease/ATP-dependent helicase WRN (Homo sapiens), Q14191. WRN helicase unwinding, fluorescent forked duplex, kinetic. Potency, µM (highest dose often 114 µM), without a hit: at the top dose activity change, negative = inhibition, hits mostly inhibitors. 360,000 tested, 0.46% active; also: potency is read from the fitted curve at half-maximal effect; % is scaled to controls: 0 for no effect and ±100 for the full control effect; nearly all actives have a fitted effect of over 55% in size
#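 Fluorescence dequenching readout, ex 525 nm/em 598 nm, kinetic mode: forked duplex DNA (100 nM final) with adjacent fluorophore and quencher unwound by WRN (20 nM final) with 2 mM ATP. Compound preincubation 15 min, room temperature.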
# PLK1 PBD inh = qHTS for Inhibitors of PLK1-PDB (polo-like kinase 1 - polo-box domain): Primary Screen | AID 720504, 2013 | Serine/threonine-protein kinase PLK1 (Homo sapiens), P53350 | 360,000 tested, 2.8% active | Plk1 PBD binding of FITC phosphopeptide, fluorescence polarization | Potency, µM, for the others: max response, negative = inhibition, actives largely listed as inhibitors; also: potency is read from the fitted curve at half-maximal effect; series mostly up to about 57 µM; % is scaled to controls: 0 for no effect and ±100 for the full control effect; nearly all actives have a fitted effect of over 65% in size
# IL2 activator = qHTS of IL-2 Activators | IL-2 activation reporter assay, cell-based qHTS; stimulated with anti-CD3/CD4/CD28 beads; in transgenic mouse T cells | activation, % (series mostly up to about 46 µM) | 360,000 tested, 0.065% active | AID 652025, 2013; in the data active = activation above about 50%; inconclusive = mostly about 30% to 49%; also: 0% is about no effect
#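 EGFP and DsRed fluorescence is measured by plate cytometry in unstimulated transgenic mouse T cells exposed to compound for 60 minutes, then stimulated 18 hours at 37 degrees C with anti-CD3/anti-CD4 beads plus anti-CD28.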
# EPAC1 antag = qHTS for Antagonist of cAMP-regulated guanine nucleotide exchange factor 3 (EPAC1): primary screen. EPAC1 GEF assay, Rap1b-BODIPY-GDP exchange fluorescence. Potency, µM (highest dose often 115 µM), without a hit: at the highest dose activity change, negative = inhibition, most hits filed as inhibitors. 360,000 tested, 0.14% active. AID 720709, 2013;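 also: potency is read from the fitted curve at half-maximal effect; plate controls were vehicle for no effect and positive control for full effect; nearly all actives have a fitted effect of over 50% in size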
# Starred values were filed as active, the others as inactive; ? = inconclusive; . = not tested or not shown; [ ] = another dose, or the depositor's remark. Unless noted, calls follow the shape of the dose curve; as a rule, active = well fitted curve in the direction sought with a large enough effect; inconclusive = small, poorly fitted or top-dose-only effect, or another doubt; inactive = no such curve, though single readings can be large; an effect the other way counts as inactive or inconclusive. The list is partial; rates above refer to the full screens.
SMILES,EPAC2 agonist,EPAC1 ag,CCT chaperon mod,PI5P4K alpha inh,WRN helicase inh,PLK1 PBD inh,IL2 activator,EPAC1 antag
COCCNC(=S)N/N=C1\CC(C)CC(C)(C)C1 (stereo not drawn),11.0%,-2.2%,-4.4,-1.7,0.5%,-8.2%,0.3,9.9%
Cc1cc(C)nc(NS(=O)(=O)c2ccc(NS(=O)(=O)c3ccc(F)c(F)c3)cc2)n1,6.3%,3.8%,-2.6,3.1,-2.5%,5.8%,-1.6,3.8%
CC(C)(C)c1cc(C(=S)N2CCN(CCO)CC2)cc(C(C)(C)C)c1O,2.9%,-0.3%,1.8,.,-26.7%,9.47µM*,-1.1,8.1%
COc1ccc(OC)c(CN2CCN(CCc3ccccc3)C(CCO)C2)c1 (stereo not drawn),4.0%,-2.6%,0.0,1.9,-9.5%,5.8%,-0.3,4.5%
CCOc1ccccc1N1CCN(C(=O)c2cccc(-c3ccc(O)cc3)c2)CC1,16.0%,20.6%,-3.6,-1.0,-9.4%,-5.0%,-1.1,-16.0%
COc1ccccc1CNc1nc2cc(-c3sccc3C)sc2c(=O)n1C,13.1%,-7.0%,-1.3,26.8,2.4%,-8.1%,-0.5,-8.6%
C/C(=N\NC=O)c1ccncc1,7.4%,4.5%,-2.0,1.0,3.1%,-9.2%,0.5,-26.6%
COc1cc(CCC(=O)OCC(=O)Nc2ccc(C)cc2Br)cc(OC)c1OC,5.1%,2.5%,2.3,0.0,0.5%,7.5%,0.5,3.9%
CCOc1ccc(-c2nnc(SCC(=O)N3CCCC3)o2)cc1,11.5%,8.3%,-2.5,1.1,-2.4%,-9.4%,-3.9,-7.3%
C/C=N\NC(=O)COc1cc(C)ccc1C,8.1%,-3.1%,-1.5,2.4,3.0%[57.1 µM],?,-0.8,-23.3%
CCCc1nnc(SCCSc2nnc(CCC)n2N)n1N,-7.0%,-4.3%,1.2,.,-0.7%,3.8%,0.3,1.8%
Cc1nc2cc(NC(=O)N3c4ccccc4CC3C)ccc2n1C (stereo not drawn),-2.0%,8.7%,-1.8,.,-4.8%,-8.1%,-0.5,1.1%
O=C(CSc1n[nH]c(=O)n1Cc1ccco1)c1ccc(F)cc1,3.9%,10.3%,-1.8,-1.0,-4.6%,-19.1%,1.1,8.6%
CCC(=O)Nc1ccc(OCC2CCCO2)cc1 (stereo not drawn),2.1%,9.8%,-0.8,3.3,-3.1%,-7.7%,-0.8,-13.4%
CC(=O)c1sc(N/N=C2\CC3CCC2(C)C3(C)C)nc1C (stereo not drawn),-5.6%,-11.7%,-0.7,-7.0,2.6%,?,-3.6,-4.7%
Cc1ccccc1C(=O)N1CCC(C(=O)Nc2nc3ccc(F)cc3s2)CC1,-6.8%,7.8%,-0.7,5.7,-2.5%,-2.3%,-6.4,5.8%
COc1ccccc1-c1nnc(SCC(=O)NC2CCCCC2)o1,6.6%,-3.5%,1.0,-15.8,-8.8%,26.7µM*,1.0,-27.1%
C/C(=N\NC(=O)c1ccc(Cl)c(Cl)c1)c1ccccn1,-4.3%,-4.3%,0.3,-3.1,0.3%,-15.8%,2.2,-3.9%
CCCc1nnc(NC(=O)CCC(=O)NCc2ccc(Cl)cc2Cl)s1,10.7%,-1.0%,-2.7,2.3,2.3%,-3.7%,1.0,-6.4%
CS(=O)(=O)Nc1ccccc1C(=O)O,2.8%,4.8%,-1.3,.,-1.1%,-2.5%,1.8,0.6%

# Marked active in PLK1 PBD inh, among the entries above:
compound	EPAC2 agonist	CCT chaperon mod	PI5P4K alpha inh	WRN helicase inh	PLK1 PBD inh	IL2 activator	EPAC1 antag
CC(C)(C)c1cc(C(=S)N2CCN(CCO)CC2)cc(C(C)(C)C)c1O	2.9%	1.8	.	-26.7%	9.47µM*	-1.1	8.1%
COc1ccccc1-c1nnc(SCC(=O)NC2CCCCC2)o1	6.6%	1.0	-15.8	-8.8%	26.7µM*	1.0	-27.1%

# Later entries.
SMILES,EPAC2 agonist,EPAC1 ag,CCT chaperon mod,PI5P4K alpha inh,WRN helicase inh,PLK1 PBD inh,IL2 activator,EPAC1 antag
O=c1c2c3c(sc2n(CCN2CCOCC2)c(=O)n1Cc1ccco1)CCCCC3,10.8%,9.5%,-0.5,5.0,-14.1%,-4.3%,1.1,-16.8%
Cc1ccc(S(=O)(=O)NCCc2nnc(SCc3cccnc3)n2C)cc1,13.9%,4.3%,-0.5,2.4,-25.5%,-6.4%,-4.2,-21.7%
CSc1ccc(CN(C)C(=O)COc2ccc(C(=O)c3ccccc3)cc2)cc1,7.9%,-0.5%,-0.8,11.2,-10.8%,-1.2%,-0.3,-3.6%
O=c1[nH]c(CN2CCc3ccccc3C2)nc2ccccc12,5.7%,-1.4%,-0.4,.,-5.9%,-11.1%,-1.4,12.5%
Cc1nn(-c2ccccc2)c(N)c1N=Nc1cccc(S(=O)(=O)N2CCOCC2)c1,2.3%,4.5%,-1.6,2.8,-30.4%,-1.6%,-6.0,-21.2%
CN(CC1CCOCC1)C(=O)CC1C(=O)NCCN1Cc1ccc(Cl)c(F)c1 (stereo not drawn),4.1%,9.2%,-42.1*,2.0,-1.0%,-12.2%,-0.8,-9.5%
O=C1c2oc3ccccc3c(=O)c2C(c2ccc(O)cc2)N1c1nccs1 (stereo not drawn),6.6%,-14.8%,0.0,-9.1,8.3%,-3.1%,-4.0,13.9%
COc1ccccc1N1CCN(C(=O)c2n[nH]c3ccccc23)CC1,10.5%,12.0%,-0.8,2.4,-1.5%,-2.2%,0.6,1.0%
C/C=C/C(=O)OCC(=O)Nc1c(Cl)cccc1Cl,8.3%,-0.2%,-2.4,-2.9,-14.0%,1.1%,-0.3,-3.5%
CCN(CC)C(=O)CSc1nnc(CCNC(=O)OC(C)(C)C)o1,7.8%,2.9%,-6.1,.,4.8%,-11.1%,-1.1,-1.4%
C=C1C(=O)[C@@]23[C@H](O)C[C@@H]4C(C)(C)CC[C@H](O)[C@]4(C)[C@@H]2C[C@H](O)[C@@H]1[C@H]3O,0.9%,-17.5%,-1.2,-10.9,-3.2%,-12.3%,-0.7,-0.2%
COc1cc2cnncc2cc1OC,4.4%,5.9%,-0.7,1.1,4.8%,-9.2%,-1.7,3.1%
CCOC(=O)CSc1nc2c(c(=O)n(C)c(=O)n2C)n1CCCc1ccccc1,-7.0%,5.2%,-0.5,0.3,5.5%,-2.1%,-0.8,-28.3%
Cc1ccc(CS(=O)(=O)CCC(=O)NCCCN2CCCC2=O)cc1,4.5%,-4.8%,0.1,10.4,-1.8%,-4.2%,-0.7,-7.7%
O=C(c1ccc(Cl)c(S(=O)(=O)N2CCCCCC2)c1)N1CCN(c2ccccc2O)CC1,-5.8%,6.1%,0.8,-10.1,-3.1%,-2.5%,-0.4,5.6%
O=C(CSc1nc2ncc(Cl)cc2[nH]1)Nc1cccc(F)c1,-2.1%,4.8%,-1.9,2.8,-9.2%,-17.3%,-1.5,-1.3%
CCCCCC(=O)Nc1ccc(C(=O)N/N=C/c2ccc([N+](=O)[O-])cc2)cc1,-9.4%,-12.8%,-1.5,-2.6,-1.8%,0.9%,-2.9,-8.2%
Nc1nc(-c2ccc(-n3nncc3-c3ccco3)cc2)cs1,4.4%,5.4%,-13.1,?,-15.8%,-25.1%,0.3,-13.6%
Cn1c(=O)c2c(nc(NNC(=O)C(F)(F)F)n2C)n(C)c1=O,1.9%,0.2%,-0.6,-27.2,-7.3%,6.0%,0.4,-14.3%
Cc1cc(NC(=O)c2ccccc2)n(-c2ccccc2)n1,7.0%,-3.8%,-0.7,-9.2,1.1%,?,0.9,-23.2%
O=C1CCN(S(=O)(=O)c2ccccc2)CCN1CCOCc1ccc(Cl)cc1,5.4%,-8.0%,-0.6,-4.3,6.6%,-3.4%,-0.6,-2.3%
CN1C(=O)CSc2ccc(NC(=O)N3CCOCC3)cc21,6.4%,-4.4%,0.3,.,-0.2%,-7.1%,-3.0,2.1%
CC1Sc2ccc(C(=O)Nc3ccccc3OC(F)F)cc2NC1=O (stereo not drawn),-1.5%,-2.7%,2.9,-3.4,1.5%,7.8%,-1.1,-14.1%
C=CCN(C(=O)Cc1cccs1)c1nc(-c2ccc(S(C)(=O)=O)cc2)cs1,10.9%,14.3%,-10.5,-62.7*,0.0%[11.6 µM],-1.8%,-3.7,-17.7%
Cc1ccc2c(c1)N(CC(=O)N1CCCCCC1)C(=O)c1cccnc1O2,5.2%,-8.3%,-0.1,2.5,-3.1%,-23.7%,3.2,10.5%
CC1CCN(C(=O)COC(=O)c2cccc(NS(=O)(=O)c3ccccc3)c2)CC1,2.5%,-0.6%,1.3,2.1,4.2%,1.6%,-3.0,-3.3%
Cc1ccc(NC(=O)COC(=O)CNC(=O)c2ccc(C)s2)cc1,-0.9%,-7.6%,0.2,6.1,-15.1%,-21.3%,-1.4,-15.7%
N#Cc1ccccc1OCC(=O)NC1CCCCC1,4.1%,9.7%,1.3,-6.6,?,-4.8%,0.7,-1.9%

# Sorted by number of heavy atoms (lowest first): part of the list above.
SMILES,EPAC2 agonist,EPAC1 ag,CCT chaperon mod,PI5P4K alpha inh,WRN helicase inh,PLK1 PBD inh,IL2 activator,EPAC1 antag
N#Cc1ccccc1OCC(=O)NC1CCCCC1,4.1%,9.7%,1.3,-6.6,?,-4.8%,0.7,-1.9%
Cc1ccc(NC(=O)COC(=O)CNC(=O)c2ccc(C)s2)cc1,-0.9%,-7.6%,0.2,6.1,-15.1%,-21.3%,-1.4,-15.7%
CC1Sc2ccc(C(=O)Nc3ccccc3OC(F)F)cc2NC1=O (stereo not drawn),-1.5%,-2.7%,2.9,-3.4,1.5%,7.8%,-1.1,-14.1%
Cc1ccc2c(c1)N(CC(=O)N1CCCCCC1)C(=O)c1cccnc1O2,5.2%,-8.3%,-0.1,2.5,-3.1%,-23.7%,3.2,10.5%
O=C1CCN(S(=O)(=O)c2ccccc2)CCN1CCOCc1ccc(Cl)cc1,5.4%,-8.0%,-0.6,-4.3,6.6%,-3.4%,-0.6,-2.3%

# From PubChem BioAssay
